Wnt act: activators of Wnt/beta-catenin signaling. Wnt/beta-catenin reporter cell assay, activator, plate reader. activation, % at 9.35 µM. actives 1.2% (n = 300,000). AID 743398; in the data active = activation above about 30%, passing the limit was not always enough; inconclusive = no clear call, values can overlap the other calls;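 note: 0% = neutral control wells and 100% = positive control wells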
CDK5 inh: inhibitors of human CDK5/p35 kinase; Q00535+Q15078; Recombinant CDK5/p35, ADP-Glo luminescence, 60 min; inhibition, % at 10 µM; actives 0.01% (n = 330,000); AID 488839;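 active = highest replicate inhibition of at least 50% and at least 75% of replicates reaching 50%; inconclusive = only one of the two criteria met; inactive = both criteria failed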;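 note: plate controls were DMSO neutral control for no effect and GW8510 at 10 µM for full effect; many of its hits are not listed in these tables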
dFosB activator: enhances mouse delta FosB homodimer DNA binding. P13346. AID 493131. purified delta FosB, TAMRA-CDK5 oligo fluorescence polarization; percent of positive-control signal above neutral wells. actives 0.99% (n = 340,000). activation, % at 25 µM;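 active = mean activation above about 17%, with every replicate also reaching it, limit read from the data, passing the limit was not always enough; inconclusive = only one of the two conditions met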;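 note: fluorescence polarization rise as delta FosB binds a TAMRA Cdk5 AP-1 oligo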
Target sequence (P13346 whole entry, looked up): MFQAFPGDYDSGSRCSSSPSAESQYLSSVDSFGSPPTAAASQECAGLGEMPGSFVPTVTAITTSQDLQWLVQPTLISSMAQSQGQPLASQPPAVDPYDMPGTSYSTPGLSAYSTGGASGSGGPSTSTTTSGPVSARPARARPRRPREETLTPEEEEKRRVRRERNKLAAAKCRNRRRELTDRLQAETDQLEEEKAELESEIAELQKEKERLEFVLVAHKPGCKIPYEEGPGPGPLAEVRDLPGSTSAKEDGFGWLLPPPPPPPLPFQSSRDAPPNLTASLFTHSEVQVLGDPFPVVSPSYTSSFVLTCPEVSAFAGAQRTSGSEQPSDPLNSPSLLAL
HTR5A inv ctr: HTR5A inverse agonism, opioid heterodimer counter-screen | HTR5A cell line, luminescence | inhibition, % at 9.3 µM | actives 0.083% (n = 340,000); in the data active = inhibition mostly above about 23%, no sharp cut-off; inactive = mostly below about 18%;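 note: 0% = cells with DMSO and 100% = no-cell wells with DMSO; some compounds called inactive have numbers as strong as hits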
V-ATPase pH: alters yeast V-ATPase proton transport; S. cerevisiae, pHLuorin cytosolic pH fluorescence; response, % at 10 µM; actives 0.37% (n = 350,000); AID 504577; in the data active = response mostly above about 7.3%, no sharp cut-off; inactive = mostly below about 5.4%; note: actives read high; inactives centre near 0; some compounds called inactive have numbers as strong as hits; reference of the scale not given here
MITF act: activators of MITF-driven TRPM1 promoter activity in SK-MEL-5 cells. activation, % at 12.5 µM. AID 588334. actives 0.75% (n = 300,000). SK-MEL-5 TRPM1-promoter luciferase, 24 h; % of positive control, neutral wells = 0;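 active = mean activation of at least 80% with every replicate also reaching 80%; inconclusive = mean reaches 80% but some replicate falls short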;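 note: 0% = neutral control wells and 100% = parthenolide positive control wells; values of inactives mirror those of a sister screen read the other way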
NSD2 inh: NSD2 (human) methyltransferase inhibition; O96028; NSD2 peptide methylation, AlphaScreen, 120 min; inhibition, % at 12.5 µM; actives 0.54% (n = 310,000); AID 743445; in the data active = inhibition above about 50%
HTR5A ag ctr: HTR5A agonism, opioid heterodimer counter-screen; P47898; HTR5A agonist assay, luminescence, cell-based; activation, % at 9.3 µM; actives 0.61% (n = 340,000); AID 504692; in the data active = activation mostly above about 9.5%, no sharp cut-off; inactive = mostly below about 7.6%;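 note: 0% = cells with vehicle only and 100% = reference agonist; strong numbers were not always called active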
SR-BI DiI inh: blocks mouse SR-BI lipid uptake from DiI-HDL; Q61009; ldlA[mSR-BI] CHO cells, DiI-HDL uptake fluorescence, 3 h; inhibition, % at 12.5 µM; actives 0.96% (n = 320,000); AID 488896;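 active = mean replicate inhibition of at least 70% and a set share of replicates each scoring 70 or more; inconclusive = meets just one of the two criteria; inactive = fails both criteria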;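 note: 0% = median of neutral control wells and 100% = median of positive control wells; values of inactives mirror those of a sister screen read the other way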
Target sequence (Q61009 whole entry, looked up): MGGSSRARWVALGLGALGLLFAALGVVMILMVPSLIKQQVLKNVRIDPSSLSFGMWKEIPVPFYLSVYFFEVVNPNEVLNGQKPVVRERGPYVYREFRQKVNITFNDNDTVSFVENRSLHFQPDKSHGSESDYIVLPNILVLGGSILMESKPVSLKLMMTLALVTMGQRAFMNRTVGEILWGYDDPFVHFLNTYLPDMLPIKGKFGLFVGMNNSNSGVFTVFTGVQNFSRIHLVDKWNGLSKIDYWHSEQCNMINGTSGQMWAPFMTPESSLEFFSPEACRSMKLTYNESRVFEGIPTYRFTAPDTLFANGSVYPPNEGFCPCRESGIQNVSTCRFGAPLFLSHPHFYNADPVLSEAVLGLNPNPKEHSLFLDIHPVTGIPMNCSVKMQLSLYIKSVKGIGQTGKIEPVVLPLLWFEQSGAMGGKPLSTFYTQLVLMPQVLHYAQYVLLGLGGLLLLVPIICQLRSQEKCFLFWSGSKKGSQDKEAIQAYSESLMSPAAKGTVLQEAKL
PvdQ acylase: blocks Pseudomonas aeruginosa PvdQ acylase activity | purified PvdQ acylase, fluorescence plate reader | inhibition, % at 10 µM | actives 0.063% (n = 340,000) | AID 488965; in the data active = inhibition above about 30%, passing the limit was not always enough; inconclusive = no clear call, values can overlap the other calls;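 note: 0% = vehicle neutral wells and 100% = reference inhibitor wells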
* marks the source's active call; other numbers are inactive results; ? = inconclusive; / = no result given; & = joins results of further samples.

SMILES	Wnt act	CDK5 inh	dFosB activator	HTR5A inv ctr	V-ATPase pH	MITF act	NSD2 inh	HTR5A ag ctr	SR-BI DiI inh	PvdQ acylase
Cc1cc(C(C)(C)C)cc(S(=O)(=O)Nc2ccc(O)c(C(=O)O)c2)c1C	/	0.5	0	7	-2	-2	4	-4	-45	-13
CCO[C@@H]1OC(C(=O)N2CCN(C)CC2)=C[C@H](c2ccc(C(F)(F)F)cc2)[C@H]1CCCO	-1	1.6	4	-10	2	-12	/	0	-24	13
CC1(C)CN(C(=S)Nc2ccc(F)cc2F)C1=O	10	0.2	6	7	2	3	-1	-2	-7	0
COc1ccccc1NC(=O)Cc1ccsc1	-1	-0.5	-10	10	1	-10	-9	5	-24	-7
CC(C)(C)OC(=O)C[C@H]1C/C=C\C[C@@H](CC(=O)N[C@@H](CO)Cc2ccccc2)C(=O)NC[C@H](c2ccccc2)OC1=O	1	-1.5	?	-5	3	-6	/	5	-7	-10
O=[N+]([O-])c1ccc(NN=C(c2ccccc2)c2ccccc2)nc1	-1	1.3	-1	5	-1	1	0	-1	15	-9
O=C(CSc1nnc(CNC(=O)c2cccs2)o1)c1ccc(Cl)cc1	-3&0	-4.5	-13	-18	-4	-10	/	6	-2	-6
CC(=O)Nc1ccc(S(=O)(=O)Oc2cccc(/C=N/N=C3/NC(=O)C(CC(=O)O)S3)c2)cc1 (stereo not given)	-1	-1.0	-2	2	-2	-2	0	-1	7	1
CN(CC(=O)Nc1c(Cl)cccc1Cl)C(=O)c1sccc1-c1ccccc1	-2	1.1	-10	2	3	-9	-4	0	2	-13
O=C(/C=C/c1ccccc1)Nc1ccc(NC(=O)c2cccs2)cc1	4	0.7	-1	3	2	-2	5	-1	33	-10
CCC(C)NC(=O)Nc1ccccc1F (stereo not given)	-1	-3.6	-5	-35	4	-1	-2	0	-13	-1
S=C(NCCc1cccc(Cl)c1)NC1CCCCC1	22	-2.5	-4	-3	0	46	-8	10	-4	-5
CCC(=O)N1CCc2cc(Br)cc(S(=O)(=O)N3CCCC(C(=O)O)C3)c21 (stereo not given)	-1	-0.4	1	-2	3	-6	2	3	-15	-13
N#C/C(=C\c1ccc[nH]1)C(=O)Nc1ccccc1Cl	24	0.0	66*	-2	-2	-2	-2	0	-5	-13
O=C(Cn1c(=O)oc2ccccc21)NCCc1ccccc1Cl	2	-2.3	5	-1	5	9	-5	0	4	-6
COc1ccc(C(CNC(=O)c2ccc(S(=O)(=O)N(C)C)cc2)N2CCCCC2)cc1 (stereo not given)	0	0.4	-9	-15	7	12	8	5	-20	7
O=C(/C=C/c1ccccc1)NC(NC(=S)Nc1ccc(C(=O)O)cc1)C(Cl)(Cl)Cl (stereo not given)	/	/	-5	-6	0	11	3	2	5	-8
Cc1ccc(N2CC(C(=O)N3CCc4ccccc4C3)CC2=O)cc1 (stereo not given)	0	2.9	0	-13	-4	0	1	5	-10	5
O=c1[nH]c2ccccc2cc1CN(Cc1cccnc1)S(=O)(=O)c1ccc(Cl)cc1	6	-2.3	-7	18	-3	5	5	-5	-35	5
Cc1ccc(C(=O)COC(=O)CCCC(=O)NC2CCCCC2)cc1[N+](=O)[O-]	-3	-1.2	0	-14	-3	2	26	-2	-28	-8

4 of the compounds above, in markdown.
| smiles | Wnt act | CDK5 inh | dFosB activator | HTR5A inv ctr | V-ATPase pH | MITF act | NSD2 inh | HTR5A ag ctr | SR-BI DiI inh | PvdQ acylase |
| --- | --- | --- | --- | --- | --- | --- | --- | --- | --- | --- |
| O=C(/C=C/c1ccccc1)Nc1ccc(NC(=O)c2cccs2)cc1 | 4 | 0.7 | -1 | 3 | 2 | -2 | 5 | -1 | 33 | -10 |
| CCC(C)NC(=O)Nc1ccccc1F (stereo not given) | -1 | -3.6 | -5 | -35 | 4 | -1 | -2 | 0 | -13 | -1 |
| S=C(NCCc1cccc(Cl)c1)NC1CCCCC1 | 22 | -2.5 | -4 | -3 | 0 | 46 | -8 | 10 | -4 | -5 |
| CCC(=O)N1CCc2cc(Br)cc(S(=O)(=O)N3CCCC(C(=O)O)C3)c21 (stereo not given) | -1 | -0.4 | 1 | -2 | 3 | -6 | 2 | 3 | -15 | -13 |

Further structures:
SMILES	Wnt act	CDK5 inh	dFosB activator	HTR5A inv ctr	V-ATPase pH	MITF act	NSD2 inh	HTR5A ag ctr	SR-BI DiI inh	PvdQ acylase
C=C(C)Cn1c(N(CCO)Cc2ccccc2)nc2c1c(=O)[nH]c(=O)n2C	0	0.7	-1	-12	0	/	/	4	-24	-17
CC1CCc2c(c3ccccc3[nH]c2=O)O1 (stereo not given)	/	-0.6	1	1	1	-8	0	0	-20	1
Cc1cc(=O)n2nc(N3CCCC(C(=O)N4CCN(c5ccccc5)CC4)C3)sc2n1 (stereo not given)	/	0.3	4	1	-1	7	0	0	-10	-16
Cc1ccc(C(NC(=O)c2cccc(S(=O)(=O)N3CCN(C)CC3)c2)c2ccccc2)cc1 (stereo not given)	2	-3.6	3	9	1	0	-1	-2	9	-12
Cc1ccc(N(C(C)C(=O)Nc2ccc(S(=O)(=O)N3CCOCC3)cc2)S(C)(=O)=O)cc1 (stereo not given)	-1	-0.5	-5	-16	-5	/	1	4	-18	5
CCN1C(=O)CC2(C[N+]3(C)CCC2CC3)C1=O (stereo not given)	-1	1.4	-10	10	0	1	-3	1	3	-20
O=C(c1c(Cl)nc2sccn12)N(C(=O)c1c(Cl)nc2sccn12)c1ccc(Cl)cn1	/	-1.6	-6	-5	-1	43	14	4	0	-3
Cc1ccc(NC(=O)CN(C)C(=O)COc2ccccc2-c2ccccc2)cc1	-4	1.6	-12	6	0	-1	-1	-2	-8	10
O=C(CNC(=O)c1ccco1)OCc1cccc(Cl)c1	-8	-3.0	1	-10	4	-1	4	2	3	-10
Cc1ccc2c(C(=O)CN3CCN(c4ccccc4)CC3)c(C)[nH]c2c1	-1	-1.0	-5	-15	-1	-5	1	6	/	1
N#CCc1cc2ccc3cccc4ccc(c1)c2c34	-1	-0.6	0	-19	-2	/	14	4	0	-1
CCN(CC)S(=O)(=O)c1cccc(-c2nn(-c3ccccc3)cc2/C=C(\C#N)C(=O)NCc2ccco2)c1	1	-0.8	-11	16	-1	-5	-2	1	19	-8
Cc1ccc(CS(=O)(=O)CCC(=O)NCCN2CCCCC2C)cc1 (stereo not given)	/	-1.0	-2	27	-3	-9	-3	-11	-8	-20
O=C(O)c1cccc(NS(=O)(=O)/C=C/c2ccccc2)c1	-6	0.6	10	10	7	7	3	-3	-16	-8
C/C(=N/NC(=O)CNC(=O)c1cccnc1)c1ccccc1	1	-1.0	-1	18	6	-1	-3	-5	-13	-16
CCOC(=O)N1CCC(N2CCN(S(=O)(=O)c3ccc(Cl)cc3)CC2)CC1	/	-2.1	-6	12	-3	0	-1	-5	-13	-7
CC(C)(C)CN1C(N)=NC[C@H]1Cc1ccc(O)cc1	2	1.4	10	2	2	-1	/	4	-12	-12
CC(C)[C@H](NC(=O)c1ccco1)C(=O)NCc1ccccc1	1	-4.9	1	10	1	/	24	-3	/	-16
CC1(C)CN(O)CCN1O	-10	-1.9	-7	12	6	-7	-1	5	-13	0
CN(C)CC1CCCCC1OC(=O)c1ccc(Cl)cc1Cl (stereo not given)	11	0.5	-9	1	1	-4	4	0	1	0
Cc1cccc2sc(NC(=O)CN3C(=O)c4ccccc4C3=O)nc12	0	-0.2	12	-5	0	-1	-1	-1	-11	7
Cc1ccc(C(=O)CC(=O)c2cccc(F)c2)c(O)c1	/	0.1	-4	-2	1	/	0	1	34	5
CN(C)CCNC(=O)c1cccc(S(=O)(=O)Nc2ccccc2F)c1	-1	-1.7	-7	8	-5	-7	-1	-3	-1	-9
CCC(NC(=O)Nc1nnc(C(F)(F)F)s1)(C(F)(F)F)C(F)(F)F	/	-0.3	-1	-37	-4	-47	1	12*	11	-20
Cc1ccc(-c2nn(-c3ccccc3)cc2C(=O)NN2CCN(C)CC2)cc1	-1	-4.4	-1	0	2	9	-1	0	-4	-5
CCC(=O)Nc1cccc(C2=NOC3(C2)C[C@@H](C(N)=O)N(C(=O)C2(C)CC2)C3)c1 (stereo not given in full)	1	-0.6	2	-5	5	-2	/	2	-13	-8
O=C(CSc1cn(CCNC(=O)c2cccs2)c2ccccc12)NCc1ccccc1	2	-4.7	-14	-28	-4	/	/	1	13	-7
C=CCSc1nnc2c(n1)OC(c1c(C)[nH]n(-c3ccccc3)c1=O)Nc1ccccc1-2 (stereo not given)	4	-0.2	8	12	1	-13	2	-3	-7	-4
Cc1ccccc1NC(=O)/C(C#N)=C\c1ccsc1	6	-0.7	-11	17	12	-1	-3	-5	28	8
CC(C)C(NC(=O)c1ccc(C(C)(C)C)cc1)C(=O)N1CCC(C(N)=O)CC1 (stereo not given)	-4	-0.2	1	-1	2	-2	-2	-3	1	0
O=C(COC(=O)c1ccc2ncsc2c1)NCc1ccc(Cl)cc1	-4	0.3	-8	11	1	9	-3	-4	12	-7
O=C1CS/C(=C\[N+](=O)[O-])N1c1ccc(OC(F)(F)F)cc1	-7	-0.4	-5	0	1	-4	2	-3	-23	-2
Nc1nc(F)nc2c1ncn2[C@@H]1O[C@H](CO)[C@@H](O)[C@@H]1O	10	-1.5	4	-8	-4	3	/	0	-16	-1
COc1ccc(S(=O)(=O)NCCC(=O)OCC(=O)NC2CC2)cc1	0	1.8	-7	7	-2	7	-5	-2	-2	-4
COc1ccc(NC(=O)c2cccc(F)c2)cc1Cl	/	0.2	-4	-22	-1	59	-1	-4	45	-6
COc1cc2c3c(c1)C(C)CC(C)(C)N3C(=O)C2=O (stereo not given)	-4	-0.5	-1	-3	2	-12	7	1	18	7
O=C1c2ccccc2C(=O)N1Cc1ccco1	/	-0.4	-1	2	-3	-1	-3	2	-30	0
CCOC(=O)c1cnc2cc(F)c(F)cc2c1N1CCOCC1	-2	0.1	-9	-6	5	-3	-3	2	3	-8
O=C(c1cccnc1)N1N=C(C2CCCCC2)CC1(O)C(F)(F)F (stereo not given)	-1	0.3	-9	-12	2	-3	-3	-5	-10	-6
Cc1ccc(Cl)cc1N1CCN(C(=O)CSc2ccsc2[N+](=O)[O-])CC1	-2	-0.3	-10	-46	0	-10	2	2	45	-5
Cc1ccc(N2CC(C(=O)N3CCC(c4nc5ccccc5[nH]4)CC3)CC2=O)cc1C (stereo not given)	0	-0.1	-10	-27	6	-10	-1	9	0	-8
CCOC(=O)C1CCCN(C(=O)CSc2ccc(NC(C)=O)cc2)C1 (stereo not given)	-2	1.1	1	10	1	-14	1	-4	-9	-19
Cc1ccc(-c2cc3nc(C)cc(NCc4ccco4)n3n2)cc1	26	2.6	0	-16	-5	47	-1	-4	45	8
O=C(NC(=S)NCCc1ccccn1)c1ccco1	1	-1.6	-1	9	-1	7	-7	-2	-31	-3
COc1ccc(CCN2CC3=C(C2=O)C(c2ccccc2)NC(=O)N3C)cc1OC (stereo not given)	0	0.3	-4	-15	1	/	1	3	32	2
O=C(CCCc1cccs1)Nc1ccc2c(c1)OCO2	0	-0.2	-2	-3	3	46	1	1	-4	-4
COc1cccc(CN2CC(C(=O)NCCOc3cccnc3)CCC2=O)c1 (stereo not given)	0	1.2	1	1	0	-4	12	0	-7	7
Cc1cc(C(N)=O)c2ccccc2n1	/	0.8	4	-24	0	1	/	9	-15	-6
O=C1CC(N2CCCCC2)C(=O)N1c1ccccc1 (stereo not given)	/	0.0	-5	-31	-2	3	2	2	-21	-8
